MEKK3 PB1 HTS: raises or lowers MEK5 binding to the human MEKK3 PB1 domain. Q99759. bead-based flow cytometry, Alexa488-MEK5 binding to MEKK3; actives lie on both sides; 0 = blocked by unlabeled MEK5, 100 = vehicle. binding response (% of control), % at 10 µM. 1.4% of 290,000 active. AID 1529;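 active means binding response more than 3 SD above or below the average of its plate-row segment, actives on both sides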;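 further: Alexa488 bead fluorescence after subtracting the streptavidin-only scavenger bead signal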
IDE cell inh: inhibits human insulin-degrading enzyme in HEK cells | FAbetaB cleavage, fluorescence polarization | inhibition, % at 5.59 µM | 0.41% of 320,000 active | AID 434962;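 active means percent inhibition above the average of all tested compounds plus 3 SD, set per screening campaign, cut at about 16% in these data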;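 further: IDE supplied by intact live HEK cells; FP after avidin binding of uncleaved biotin substrate so inhibition keeps polarization high; 0% = DMSO wells and 100% = 60 µM reference IDE inhibitor Ii1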
IDE cell activ: activators of human insulin-degrading enzyme in cells; activation, % at 5.96 µM; 0.073% of 340,000 active; HEK cells, FAbeta-B cleavage, fluorescence polarization; 0% vehicle, 100% cell-free pure enzyme wells;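 active means activation above the mean of all tested compounds plus 3 SD, set per screening campaign, cut at about 17% in these data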
PHOSPHO1 inh: inhibitors of human PHOSPHO1 phosphatase; Q8TCT1; recombinant PHOSPHO1, absorbance phosphatase assay; inhibition, % at 13.3 µM; 1.1% of 290,000 active; AID 1565; in the data active means inhibition above about 60%
Target sequence (Q8TCT1 whole entry, looked up): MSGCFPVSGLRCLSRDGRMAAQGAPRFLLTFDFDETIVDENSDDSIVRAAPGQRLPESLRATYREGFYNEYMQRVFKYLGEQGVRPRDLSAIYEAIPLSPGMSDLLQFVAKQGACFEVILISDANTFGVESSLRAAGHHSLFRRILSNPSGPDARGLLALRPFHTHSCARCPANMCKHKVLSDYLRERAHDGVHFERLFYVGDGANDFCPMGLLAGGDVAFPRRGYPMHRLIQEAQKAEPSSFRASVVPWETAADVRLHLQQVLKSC
GalR3 antagonist: blocks the human galanin receptor 3; O60755; inhibition, % at 3 µM; HEK293 GalR3-CNG cAMP membrane potential fluorescence; galR3 body fused to GalR1 C-terminus; AID 651719; 0.44% of 360,000 active;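 active means inhibition above the screen-wide average plus 3 SD, cut at about 13% in these data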;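 further: forskolin and galanin both at EC90 stimulate the cells; cAMP rise reported by CNG channel membrane potential dye signal; 0% = forskolin plus galanin with DMSO and 100% = forskolin alone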
Target sequence (O60755 1-299 limits assumed): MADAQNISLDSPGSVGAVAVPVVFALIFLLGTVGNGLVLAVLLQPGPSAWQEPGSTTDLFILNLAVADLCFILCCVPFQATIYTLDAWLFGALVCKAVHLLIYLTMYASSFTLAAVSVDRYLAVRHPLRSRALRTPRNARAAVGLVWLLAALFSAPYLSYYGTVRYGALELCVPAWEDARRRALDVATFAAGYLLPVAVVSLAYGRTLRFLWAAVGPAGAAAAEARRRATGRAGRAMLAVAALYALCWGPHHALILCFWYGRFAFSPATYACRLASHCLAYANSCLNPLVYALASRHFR
pCIP destab: compounds decreasing mouse p/CIP protein stability. Q05BA5. F442A p/CIP-EGFP cells, EGFP fluorescence, 16 h. decrease of EGFP signal, % at 10 µM. 0.01% of 290,000 active. AID 1984;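 active means EGFP signal decrease of at least 30% at 10 µM or well 3 SD below plate mean, unless failing retest; inactive means the rest, including hits failing retest or dose response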; further: some compounds called inactive have numbers as strong as hits; many of its hits are not listed in these tables
CRFBP-R2 agonist: CRF-BP/CRF-R2 complex agonism; 0.46% of 350,000 active; AID 588473; activation, % at 13.2 µM; HEK293 CRF-R2/CRF-BP, calcium dye fluorescence (FLIPR); percent of saturating CRF peptide response;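 active means activation of at least 50%, plus an integration ratio under a set limit after plate pattern correction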;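 further: plate controls were neutral control wells without compound for no effect and CRF at EC100 for full effect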
CRFBP-R2 block: blocks CRF-induced signaling of the CRF-BP/CRF-R2 complex | HEK293 CRF-R2/CRF-BP, CRF-induced calcium fluorescence | inhibition, % at 11.8 µM | 0.59% of 350,000 active;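 active means inhibition of the ligand-induced calcium signal above about 50% at the single tested concentration, limit read from the data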
M4 PAM: potentiates acetylcholine response at human M4 receptor. 0.4% of 360,000 active. activation, % at 3 µM. CHO-K1 hM4/Gqi5, Fluo-8 calcium fluorescence, ACh EC20; 0% = ACh EC20, 100% = maximal ACh. P08173;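 active means activation above its plate's cutoff, the mean activation of sample wells plus 3 SD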; further: some results filed as inactive read as strong as hits
Target sequence (P08173 whole entry, looked up): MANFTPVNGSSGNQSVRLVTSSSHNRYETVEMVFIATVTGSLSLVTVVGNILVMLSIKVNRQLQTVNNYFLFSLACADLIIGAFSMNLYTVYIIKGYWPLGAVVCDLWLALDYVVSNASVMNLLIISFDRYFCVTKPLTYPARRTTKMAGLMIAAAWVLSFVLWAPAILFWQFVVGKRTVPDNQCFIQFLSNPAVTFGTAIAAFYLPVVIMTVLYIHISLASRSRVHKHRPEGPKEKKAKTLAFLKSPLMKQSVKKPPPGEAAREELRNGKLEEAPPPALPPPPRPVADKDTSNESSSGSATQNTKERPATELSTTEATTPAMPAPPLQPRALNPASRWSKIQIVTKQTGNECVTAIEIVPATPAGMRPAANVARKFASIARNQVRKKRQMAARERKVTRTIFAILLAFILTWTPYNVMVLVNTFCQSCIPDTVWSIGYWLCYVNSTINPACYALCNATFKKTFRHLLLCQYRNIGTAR
* hit, by the source's call; · = no result given; [ ] = dose if it differs, or a comment.

SMILES	IDE cell activ	CRFBP-R2 block	PHOSPHO1 inh	pCIP destab	CRFBP-R2 agonist	GalR3 antagonist	MEKK3 PB1 HTS	M4 PAM	IDE cell inh
CCc1ccc(-c2n[nH]c(=O)c3ccccc23)cc1	-8.5	-6.2	10.9	-1.4	0.2	-5.7	110.0	-1.6	-4.0
O=C(Cc1ccc(Cl)cc1)SCc1ccccc1	0.5	2.2	·	·	-1.1	2.4	·	0.6	6.2
CCCCSc1nnc(CCC)n1N	7.2	-38.0	0.1	3.4	-0.8	-5.2	98.0	6.4	0.7
COCCNC(=O)CCC1CCN(Cc2ccc(-c3ccccc3)cc2)CC1	1.8	12.2	24.3	7.2	-0.3	-5.8	107.0	-16.0	2.1
CC1([N+](=O)[O-])COC(c2cccc3ccccc23)OC1 (stereo unspecified)	·	0.2	·	·	-3.0	-1.7	·	-5.3	·
COc1cc(/C=C2\C(=O)ON=C2c2ccccc2)cc(Cl)c1O	-13.4	-18.3	18.0	-73.8	14.8	-1.2	103.0	0.1	12.1
CCOC(=O)C1CCN(C(=O)c2cc3cc(F)ccc3[nH]2)CC1	2.5	7.8	23.3	4.2	-4.8	-8.6	99.0	1.5	·
COc1ccccc1C(=O)NCCC(=O)Nc1cccc(C)n1	-0.2	-2.9	9.0	-16.8	-0.2	-1.1	103.0	-8.6	0.8
O=C1NCC(c2ccccc2)C1C(=O)N/N=C\c1ccc(-c2cccc(Cl)c2Cl)o1 (stereo unspecified)	1.1	-8.7	9.5	4.8	-1.0	-3.3	100.0	-1.5	4.3
O=C(Nc1cc(C(F)(F)F)ccc1-n1cncn1)c1ccc(F)cc1Cl	-1.0	-24.3	·	·	-4.2	-4.7	·	5.9	1.6
Cc1c(C(=O)O)oc2c1/C(=N\O)CCC2	-5.8	4.7	8.7	0.2	-1.3	-4.2	96.0	-5.4	1.4
COc1ccc2c(c1)CC/C(=C\C=C\c1ccccc1OC)C2=O	-0.9	-1.3	-26.0	-3.1	-0.6	-4.5	78.0	6.7	-4.6
Cc1ccc(C(=O)NN2C(=O)CSC2=S)cc1	0.0	-0.9	-8.6	-8.6	-1.3	-0.7	95.0	-9.2	-1.5
COc1ccc(/C=C2\C(=O)NC(=S)N2C(=O)c2ccc(F)cc2)cc1	-6.0	-33.0	-50.1	9.4	36.1	-10.5	100.0	1.0	37.4*
COc1cc(C(=O)NCc2nnc(SCC(=O)Nc3nccs3)o2)cc(OC)c1OC	9.2	-18.4	11.4	-6.4	2.0	2.9	89.0	-1.1	1.6
O=C(O)c1csc(-n2nc(-c3ccccc3)cc2C(F)(F)F)n1	-1.9	23.1	49.8	-15.1	4.0	3.0	106.0	1.6	-7.1
O=C(Cn1nnc2c(cnn2-c2ccc(F)cc2)c1=O)c1ccccc1F	5.2	-0.7	-13.9	-7.3	1.6	-6.9	100.0	8.6	4.3
CC(OC(=O)CN1C(=O)NC2(CCCC2)C1=O)C(=O)Nc1cccc(Cl)c1Cl (stereo unspecified)	-3.1	-2.1	·	·	-0.4	3.2	·	3.7	7.2
CCCC1C(C(=O)OCC)=C(C)NC(C)=C1C(=O)OCC	0.2	4.2	16.0	-5.6	-1.4	0.5	105.0	3.8	4.9
COCCN(Cc1cc2cccc(C)c2[nH]c1=O)C(=O)c1ccccc1	0.8	-12.4	19.9	-9.7	0.2	3.5	115.0	10.3	0.1

Two entries drawn at random from those above:
SMILES	IDE cell activ	CRFBP-R2 block	PHOSPHO1 inh	pCIP destab	CRFBP-R2 agonist	GalR3 antagonist	MEKK3 PB1 HTS	M4 PAM	IDE cell inh
O=C1NCC(c2ccccc2)C1C(=O)N/N=C\c1ccc(-c2cccc(Cl)c2Cl)o1 (stereo unspecified)	1.1	-8.7	9.5	4.8	-1.0	-3.3	100.0	-1.5	4.3
CC(OC(=O)CN1C(=O)NC2(CCCC2)C1=O)C(=O)Nc1cccc(Cl)c1Cl (stereo unspecified)	-3.1	-2.1	·	·	-0.4	3.2	·	3.7	7.2

More results:
SMILES	IDE cell activ	CRFBP-R2 block	PHOSPHO1 inh	pCIP destab	CRFBP-R2 agonist	GalR3 antagonist	MEKK3 PB1 HTS	M4 PAM	IDE cell inh
CCOC(=O)c1c(NC(=O)COC(=O)c2nccnc2N)sc2c1CCC2	-0.6	6.2	·	·	0.4	-4.3	·	1.0	-5.5
N#CCCN(CCC#N)S(=O)(=O)c1ccc(C(=O)Nc2nc(-c3ccccc3)c(C(=O)c3ccccc3)s2)cc1	4.5	14.6	5.0	-10.3	3.1	-7.7	99.0	-2.0	-2.6
CCN(CC(=O)NCc1ccc(Cl)cc1)C(=O)COc1ccc(Cl)cc1Br	3.7	-1.2	·	·	3.5	-1.4	·	19.5	6.3
C1CCCN(CCCCN2CCCCCC2)CC1	-2.9	24.6	4.7	-4.9	-3.2	-5.2	·	-2.6	3.5
CCN1CCN(c2nc(C)c3c(n2)CC(C)CC3=O)CC1 (stereo unspecified)	4.3	-5.4	54.3	-18.2	1.6	3.0	97.0	6.0	11.5
O=C(CSc1nnc(SCc2cccc3ccccc23)s1)N=Nc1c(O)[nH]c2ccccc12	·	·	-3.4	1.0	·	·	106.0	·	1.6
CCn1c(SCC(=O)NCCCN2CCCC2=O)nnc1-c1cccc(C)c1	-0.9	-1.3	·	·	-2.1	-4.6	·	2.9	·
O=C(COc1coc(CN2CCc3ccccc32)cc1=O)Nc1ccccc1	3.2	0.0	·	·	2.5	-3.1	·	5.0	-4.6
CCN(CC)S(=O)(=O)c1cccc(NC(=O)COC(=O)/C=C/c2ccco2)c1	-0.5	-5.4	4.9	-10.1	0.0	3.9	98.0	-0.6	-7.1
CCc1cccc(NS(=O)(=O)c2ccc3c(c2)N(C)CCO3)c1	6.1	-5.4	35.5	-11.3	-1.0	-7.9	105.0	-6.1	0.5
Nc1cc([N+](=O)[O-])ccc1N1C(=O)CCCC1=O	1.2	-35.5	19.5	-1.3	-0.3	-8.3	104.0	-1.0	1.1
O=C(Nc1nccs1)C1CCCN(S(=O)(=O)c2cccnc2)C1 (stereo unspecified)	5.2	17.1	-1.3	-11.8	-1.7	-1.9	80.0	-5.3	-5.4
CN(CC(=O)Nc1ccc(F)cc1)C(=O)c1cc([N+](=O)[O-])ccc1N1CCOCC1	7.8	0.0	·	·	0.0	-5.4	·	4.6	-5.0
FC(F)(F)c1ccccc1NC(=S)N/N=C1\CC2CC=CC12 (stereo unspecified)	11.8	-1.5	-167.8	0.0	-0.1	-2.3	101.0	-10.8	·
CCOC(=O)c1cc2c(ccn2C)n1CC(=O)Nc1ccc(F)cc1	4.1	-8.4	28.8	1.3	-0.5	-2.9	103.0	5.5	0.0
O=C(c1cc(COc2ccc(F)cc2F)on1)N1CCCC(c2ccccc2)C1 (stereo unspecified)	-0.4	9.8	60.1*	-23.2	6.9	-2.8	108.0	-18.3	-1.4
Cc1ccc(S(=O)(=O)N2CCN(C(=O)N(C)C)CC2)cc1	4.8	4.2	49.9	-15.8	-1.0	-6.9	103.0	-4.1	-3.5
Cn1cccc1C(=O)OCc1nc2ccccc2c(=O)[nH]1	8.7	-7.1	·	·	0.6	-5.0	·	7.4	0.9
COc1ccccc1NC(=O)COC(=O)c1ccccc1C(=O)N1CCN(c2ccccc2)CC1	1.8	7.1	-8.2	7.6	2.5	-2.1	110.0	-11.2	0.2
O=C(COC(=O)c1ccc2c(c1[N+](=O)[O-])C(=O)c1ccccc1C2=O)NC1CC1	4.4	20.0	20.6	-17.6	-0.2	1.2	104.0	5.2	-9.8
CC(=O)N1c2ccc(S(=O)(=O)NCCC(=O)Nc3cccc(Cl)c3)cc2CC1C (stereo unspecified)	3.2	6.0	7.0	-5.5	0.6	0.2	102.0	1.8	7.6
CC1CCCCN1C(=O)COC(=O)c1cc(-c2cccs2)nn1-c1ccccc1 (stereo unspecified)	1.3	-6.0	·	·	0.8	-7.7	·	-9.2	-0.8
COc1ccc(S(=O)(=O)CCC(=O)Nc2cc(C)ccc2OC)cc1	-1.4	-7.6	20.5	0.5	1.2	-3.4	101.0	5.6	1.3
COc1cc(Cn2ccnc2)c(OC)cc1Cn1ccnc1	2.3	7.8	-2.2	-7.8	0.4	-5.3	101.0	2.7	3.8
CCOC(=O)n1c(SCC(N)=O)nc2ccccc21	1.0	-12.1	15.8	2.8	0.2	0.1	101.0	11.3	2.7
Cc1ccccc1OCC(=O)OCC(=O)N1CCCc2ccccc21	-1.2	-13.1	·	·	0.0	-5.5	·	-1.2	-2.5
CCOC(=O)NN1C(=O)c2ccccc2NC1c1cccc(O)c1 (stereo unspecified)	0.3	-10.0	-4.0	5.9	0.4	2.3	97.0	8.3	6.8
COc1cc(C(=O)NCc2nnc(SCC(=O)Nc3cccc(C(F)(F)F)c3)o2)cc(OC)c1OC	4.4	15.9	22.3	-3.8	0.7	-10.5	101.0	2.6	0.0
Fc1ccc(CSc2ccc3nnc(-c4cccnc4)n3n2)cc1	-6.8	-18.1	35.8	5.9	-3.8	-2.0	100.0	-2.6	1.3
COc1ccccc1CN1C(=O)CNC1=S	-1.8	5.0	2.8	-1.4	0.2	·	100.0	4.7	12.8
O=C(CSc1nnc(CNc2ccc(F)cc2)o1)OC1CCCCC1	3.2	-25.5	8.3	12.9	-0.6	-8.6	2.0*[inhibitor]	0.4	2.0
Cc1ccccc1CN(c1ccc(C(=O)Nc2ccccc2C(=O)N2CCCC2)cc1)S(C)(=O)=O	0.9	-4.9	21.6	3.0	0.4	-4.2	95.0	-1.0	2.4
CCOC(=O)C1(Cc2cccc(OC)c2)CCCN(Cc2cc(OC)c(O)c(OC)c2)C1 (stereo unspecified)	2.4	4.3	35.6	2.8	0.1	-5.4	95.0	-3.5	0.1
Cc1cc(C)cc(N(C(=O)CNC(=O)c2ccco2)C(C(=O)NC2CCCC2)c2cccnc2)c1 (stereo unspecified)	-1.5	-28.4	15.6	-1.7	0.3	-3.1	93.0	-1.5	0.3
OCC[C@H]1C[C@H](O)[C@@H](O)[C@@]2(CCCc3ccccc3O2)O1	6.6	2.7	·	·	-0.7	-4.0	·	5.0	-0.7
COc1ccc(-c2noc(Cc3ccccc3OC)n2)cc1	-6.9	41.7	-2.2	-6.0	-1.8	-0.8	98.0	6.1	6.5
Cc1[nH]c2ccc(F)cc2c1CCN1C(=O)OC(C)(C)C1(C)O (stereo unspecified)	4.5	-8.9	20.4	-8.1	1.5	-3.9	104.0	5.5	6.0
CCN(CC)c1ccc(/C=N/n2c(C)nc3ccccc3c2=O)cc1	-1.9	7.3	31.3	-5.2	-2.3	-7.8	97.0	2.0	2.0
O=C(c1ccccc1)N1CCN(c2n[nH]c(=O)[nH]c2=O)CC1	1.7	-4.8	12.3	12.7	1.6	-0.5	98.0	8.1	1.6
O=C(O)CCc1ccc(-c2cccs2)n1NC(=O)c1ccc(Cl)cc1Cl	5.3	-20.2	2.4	-8.2	1.0	-5.1	100.0	5.6	0.6
O=C(CN1CCC(n2nnc3cc(F)ccc32)CC1)NCCc1nc2ccccc2[nH]1	-0.5	-20.8	2.8	3.1	0.2	-9.0	95.0	-5.0	5.1
Cc1ccc(S(=O)(=O)Nc2ccc(O)c(S(=O)(=O)c3ccc(C)cc3)c2)cc1	-1.7	-4.0	·	5.4	-0.6	-0.2	99.0	2.8	-3.4
CSc1nnc2sc3cc(C)ccc3n12	·	-29.5	·	·	-1.4	-1.5	·	13.4	·
Clc1ccc(-c2nn3c(C4COc5ccccc5O4)nnc3s2)cc1 (stereo unspecified)	-3.5	-82.3	92.1*	-6.4	0.0	0.2	98.0	-6.1	4.2

Compound activity (PubChem)
